Bioassay records deposited in PubChem BioAssay by NCI.
All columns: NCI-60 one-dose screen, growth in % after 48 h at 10 µM unless noted; 100 = growth as untreated, 0 = no growth, -100 = all killed.
SF-268 = SF-268 CNS cancer cells; 82,000 compounds, 3.1% hits
SF-295 = SF-295 CNS cancer cells | 79,000 compounds, 5.6% hits | AID 1794758
SF-539 = SF-539 CNS cancer. 81,000 compounds, 6.8% hits. AID 1794752
PC-3 = PC-3 prostate cancer cells; 80,000 compounds, 3.9% hits; AID 1794754
SNB-75 = SNB-75 CNS cancer; 79,000 compounds, 5% hits; AID 1794750
SNB-19 = SNB-19 CNS cancer cells; 81,000 compounds, 2.5% hits
HCC-2998 = HCC-2998 colon cancer. 79,000 compounds, 4.7% hits. AID 1794799
U251 = U251 CNS tumor cells; 80,000 compounds, 5.4% hits
Numbers without * were called inactive; / = no result given; [ ] = remark or other dose. Rule for the calls: active = growth percent below 10; inactive = the rest. Rows are unselected (roughly 10% active in at least one column).

#	Structure	SF-268	SF-295	SF-539	PC-3
1	CC(C)(C)SC(=S)SCC(=O)c1ccc(Cl)cc1	101	97	99	102
2	CC(C)(C)OC(=O)c1ccccc1	94	97	100	98
3	O=C(C[n+]1cccc2ccccc21)c1ccc(F)cc1	119	102	97	99
4	O=C(O)c1cc(-c2cccc(Cl)c2)nc2ccccc12	106	/	99	91
5	COc1ccc(C2CC(=O)c3c(nc4ccc(Cl)cc4c3N)C2)cc1OC (stereo not drawn)	97	83	95	95
6	CC(=O)OC1CCC2(C)C(=CCC3C2CCC2(C)C(C(C)CCCC(C)C)CCC32)C1 (stereo not drawn)	108	112	120	86
7	COc1ccc(/C=C(/C(=O)c2ccc(Cl)cc2)C(=O)C(F)(F)F)cc1OC	92	98	87	90
8	C=C(C)[C@@H]1CC[C@]2(COCCCNCCCN)CC[C@]3(C)[C@H](CC[C@@H]4[C@@]5(C)CC[C@H](OCCCN)C(C)(C)[C@@H]5CC[C@]43C)[C@@H]12	-35*	102	-96*	-10*
9	CCC(CO)NC(=O)/C=C/c1cccc(Br)c1 (stereo not drawn)	99	99	111	105
10	O=c1[nH]n(C(=S)N/N=C/c2ccccc2O)c(=O)c2ccccc12	96	95	91	86
11	O=C1CCC(C(=O)NNc2ccccc2)O1 (stereo not drawn)	97	97	98	98
12	O=C(O)c1ccc(/C=N\N2CCCCCC2)cc1	106	109	96	99
13	CC/C(=C(\CC)c1ccc(OC)cc1)c1ccc(O)cc1	97	90	101	79
14	COc1ccc(/C=C/C(=O)OCC(=O)NNC(=O)c2ccccc2)cc1OC	108	90	91	97
15	CCOC(=O)c1c2ncccc2n2c(=O)n(C3CCCCC3)nnc12	111	114	95	92

#	SNB-75	SNB-19	HCC-2998	U251
1	93	105	103	/
2	95	103	95	107
3	86	101	111	/
4	101	107	100	86
5	79	90	114	102
6	90	108	110	102
7	97	88	89	81
8	10	-78*	-25*	-94*
9	84	97	102	99
10	83	97	113	101
11	90	101	102	98
12	101	95	114	104
13	84	106	95	96
14	78	111	127	97
15	99	/	108	109

Only SNB-75, SF-539 and SF-268, for two of the compounds above:
| # | SMILES | SNB-75 | SF-539 | SF-268 |
| --- | --- | --- | --- | --- |
| 6 | CC(=O)OC1CCC2(C)C(=CCC3C2CCC2(C)C(C(C)CCCC(C)C)CCC32)C1 (stereo not drawn) | 90 | 120 | 108 |
| 11 | O=C1CCC(C(=O)NNc2ccccc2)O1 (stereo not drawn) | 90 | 98 | 97 |

Other compounds
#	Structure	SF-268	SF-295	SF-539	PC-3
16	Oc1ccc(Nc2nccc(-c3ccc(Cl)cc3)n2)cc1	66	113	86	80
17	Cc1ccc(-n2cc(C=O)c(-c3ccc(S(C)(=O)=O)cc3)n2)cc1	95	105	87	92
18	O=C(C1CCC1)N1N=C(c2ccc(-n3ccc(C(F)(F)F)n3)c(F)c2)CC1c1ccc[nH]1 (stereo not drawn)	98	104	106	102
19	Cc1ccc(-c2cc(Cc3cccs3)c(=O)n(CN3CCN(C)CC3)n2)cc1C	101	99	98	/
20	S=C(S)Nc1ccc(Cl)cc1	112	81	98	74
21	CC(=O)c1ccc(Sc2ccccc2)cc1	82	103	98	98
22	COc1cc(CCn2nnc3c(Nc4ccc(N5CCOCC5)cc4)ncnc32)cc(OC)c1	100	100	88	72
23	O=C(CCl)NC(Cc1ccccc1)C(=O)OCC(=O)c1ccc(-c2ccccc2)cc1 (stereo not drawn)	86	107	121	85
24	COc1ccc(-c2cc(-c3ccc(OC)cc3)c3sc(=O)[nH]c3n2)cc1	93	97	82	86
25	CC1=C(C(=O)n2c3ccccc3c3ccccc32)C(c2ccc(Cl)cc2)C(C(=O)n2c3ccccc3c3ccccc32)=C(C)N1	95	107	88	78
26	CN(C)c1ccc(/C=N/Nc2nc(N/N=C/c3ccc(N(C)C)cc3)nc(N3CCOCC3)n2)cc1	98	14	97	88
27	CCOC(=O)c1ccc(NC(=O)CN2CCOCC2)cc1	105	97	102	96
28	COC(=O)c1c(C(=O)OC)c2n(c1C)[C@@H]([C@@H](C)[C@H]1CC[C@H]3[C@@H]4CCC5=CC(=O)CC[C@]5(C)[C@H]4CC[C@]13C)SC2	56	25	59	8.1*
29	CC(=O)N(C)c1ccc(N)cc1	104	109	107	100
30	CC(=O)N(Cc1ccccc1)c1nccs1	107	96	118	97

#	SNB-75	SNB-19	HCC-2998	U251
16	102	79	94	/
17	100	94	106	100
18	103	100	116	98
19	89	103	109	93
20	84	/	99	94
21	91	105	102	91
22	94	93	100	96
23	96	104	/	91
24	89	74	99	73
25	72	97	94	92
26	87	91	103	44
27	87	99	109	98
28	51	54	45	39
29	98	102	99	112
30	82	110	103	/

Copied from above: entries 14 to 29
#	Structure	SF-268	SF-295	SF-539	PC-3
14	COc1ccc(/C=C/C(=O)OCC(=O)NNC(=O)c2ccccc2)cc1OC	108	90	91	97
15	CCOC(=O)c1c2ncccc2n2c(=O)n(C3CCCCC3)nnc12	111	114	95	92
16	Oc1ccc(Nc2nccc(-c3ccc(Cl)cc3)n2)cc1	66	113	86	80
17	Cc1ccc(-n2cc(C=O)c(-c3ccc(S(C)(=O)=O)cc3)n2)cc1	95	105	87	92
18	O=C(C1CCC1)N1N=C(c2ccc(-n3ccc(C(F)(F)F)n3)c(F)c2)CC1c1ccc[nH]1 (stereo not drawn)	98	104	106	102
19	Cc1ccc(-c2cc(Cc3cccs3)c(=O)n(CN3CCN(C)CC3)n2)cc1C	101	99	98	/
20	S=C(S)Nc1ccc(Cl)cc1	112	81	98	74
21	CC(=O)c1ccc(Sc2ccccc2)cc1	82	103	98	98
22	COc1cc(CCn2nnc3c(Nc4ccc(N5CCOCC5)cc4)ncnc32)cc(OC)c1	100	100	88	72
23	O=C(CCl)NC(Cc1ccccc1)C(=O)OCC(=O)c1ccc(-c2ccccc2)cc1 (stereo not drawn)	86	107	121	85
24	COc1ccc(-c2cc(-c3ccc(OC)cc3)c3sc(=O)[nH]c3n2)cc1	93	97	82	86
25	CC1=C(C(=O)n2c3ccccc3c3ccccc32)C(c2ccc(Cl)cc2)C(C(=O)n2c3ccccc3c3ccccc32)=C(C)N1	95	107	88	78
26	CN(C)c1ccc(/C=N/Nc2nc(N/N=C/c3ccc(N(C)C)cc3)nc(N3CCOCC3)n2)cc1	98	14	97	88
27	CCOC(=O)c1ccc(NC(=O)CN2CCOCC2)cc1	105	97	102	96
28	COC(=O)c1c(C(=O)OC)c2n(c1C)[C@@H]([C@@H](C)[C@H]1CC[C@H]3[C@@H]4CCC5=CC(=O)CC[C@]5(C)[C@H]4CC[C@]13C)SC2	56	25	59	8.1*
29	CC(=O)N(C)c1ccc(N)cc1	104	109	107	100

#	SNB-75	SNB-19	HCC-2998	U251
14	78	111	127	97
15	99	/	108	109
16	102	79	94	/
17	100	94	106	100
18	103	100	116	98
19	89	103	109	93
20	84	/	99	94
21	91	105	102	91
22	94	93	100	96
23	96	104	/	91
24	89	74	99	73
25	72	97	94	92
26	87	91	103	44
27	87	99	109	98
28	51	54	45	39
29	98	102	99	112

The list goes on.
#	Structure	SF-268	SF-295	SF-539	PC-3
31	Cn1c([N+](=O)[O-])cnc1/C=C1\Oc2ccc(Br)cc2C1=O	-17*	11	-59*	-25*
32	CC(C)OC(=O)Nc1cccc([N+](=O)[O-])c1	99	95	90	95
33	COC(=O)C(Cc1ccccc1)NC(=O)c1ccc(NC(=O)c2[nH]c(C)c(Cl)c2Cl)c(OC(C)C)c1 (stereo not drawn)	86	88	-18*	11
34	COC(=O)[C@]1(C)N[C@H](c2cn(-c3ccccc3)nc2C)[C@@H]2C(=O)N(c3ccc(Cl)cc3)C(=O)[C@@H]21	109	/	/	101
35	CNC(=O)c1cc(Oc2ccc3nc(NC(=O)c4cccc(OC(F)(F)F)c4)sc3c2)ccn1	82	78	64	73
36	CCOC(=O)c1c(NS(=O)(=O)c2ccc(C)cc2)sc2c1CCC1(C2)OCCO1	94	93	94	87
37	Cc1cccc(C(=O)N2C(=O)[C@@]3(c4ccccc42)[C@@H](c2ccc(F)cc2)[C@H](C(=O)c2ccc(O)cc2)[C@@H]2CCCN23)c1	92	90	93	70
38	Nc1nc(Cl)cc(NCc2ccc(CNc3cc(Cl)nc(N)n3)cc2)n1	98	105	87	109
39	Cc1ccc2cccc(OC(=O)Nc3cc(Cl)c(Cl)cc3Cl)c2n1	89[100 µM]	84[100 µM]	88[100 µM]	60[100 µM]
40	O=C(Cn1cc(CN2C(=O)c3ccc([N+](=O)[O-])cc3C2=O)nn1)Nc1ccc(Cl)cc1[N+](=O)[O-]	107	109	102	96
41	C[C@H](c1nc2ccc(C(F)(F)F)cc2[nH]1)[C@H]1CC[C@H]2[C@@H]3CCC4=CC(=O)CC[C@]4(C)[C@H]3CC[C@]12C	79	55	80	58
42	O=C1CCC(c2ccc(Oc3ccc(C4=NNC(=O)CC4)cc3)cc2)=NN1	94	87	94	85
43	CC(=O)OCCC(OC(C)=O)c1ccccc1 (stereo not drawn)	101	104	112	95
44	Cc1c(/C=C/[N+](=O)[O-])ccc2c1[nH]c1ccccc12	108	103	94	96
45	CC(=O)c1ccc(N=C(C#N)C2=C(O)c3ccccc3C2=O)cc1	101	102	107	100

#	SNB-75	SNB-19	HCC-2998	U251
31	8.5*	1.5*	-52*	-30*
32	98	96	116	96
33	63	43	80	22
34	91	104	84	104
35	45	81	108	84
36	/	99	92	99
37	80	88	107	80
38	78	100	101	99
39	85[100 µM]	79[100 µM]	101[100 µM]	74[100 µM]
40	81	107	102	109
41	55	91	101	89
42	106	97	109	100
43	99	98	101	98
44	107	100	-31*	74
45	79	101	98	/

(next part)
#	Structure	SF-268	SF-295	SF-539	PC-3
46	CCCCc1nc(Cl)c(C2CC(c3ccc(Cl)cc3)=NN2c2cc(Cl)cc(Cl)c2)[nH]1 (stereo not drawn)	41	74	80	46
47	COc1ccc2c(c1)c(CC(=O)[Se]CCC#N)c(C)n2C(=O)c1ccc(Cl)cc1	-31*	-83*	-64*	17
48	COc1ccc(/C=C/C(=O)c2ccc(Oc3ncnc4ccccc34)cc2)cc1OC	75	86	74	82
49	N=C1/C(=C2\Nc3ccccc3S2)CC(=O)N1c1ccc(C(N)=O)cc1	109	81	111	/
50	Nc1o[nH]c(=O)c1C1CCCCC1	94	95	90	/
51	CC(C)(C)c1ccc(COc2ccc(/C=C3\C(=O)Nc4ccc(Cl)cc43)cc2)cc1	99	106	101	88
52	CCOC(=O)/C(C#N)=N/Nc1ccc(S(=O)(=O)N=C(N)N)cc1	99	104	95	95
53	CCCCCCCC/C=C\CCCCCCCC(=O)OCCCCC	98	96	100	103
54	O=C1c2ccccc2C(Cl)(c2ccc(Cl)cc2)c2ccc(Cl)cc21 (stereo not drawn)	100	93	97	78
55	COc1cc(OC)c(/C=C/c2cc[n+](C)c3ccccc23)c(OC)c1	16	-49*	12	16
56	CCCCc1oc2ccc([N+](=O)[O-])cc2c1C(=O)c1ccc(C#Cc2ccccc2)cc1	95	92	98	90
57	O=C(Nc1ccc(OS(=O)(=O)Cc2ccccc2)cc1)C12CC3CC(CC(C3)C1)C2	85	60	86	56
58	COc1ccc(-c2nnc3c(/C=C/c4ccc(Br)cc4)nc4ccccc4n23)cc1	87	87	24	86
59	CC(C)CC(=O)NC1CCCCC1	97	96	98	87
60	CCN1CCN(c2nc(NCCCNc3ccnc4cc(Cl)ccc34)c3ccccc3n2)CC1	55	23	-74*	37

#	SNB-75	SNB-19	HCC-2998	U251
46	66	93	102	91
47	-30*	-45*	76	1.1*
48	75	65	29	51
49	95	88	95	102
50	95	103	105	114
51	103	106	117	98
52	86	96	105	103
53	94	103	100	107
54	84	93	108	99
55	-14*	26	10	/
56	91	99	97	94
57	114	91	49	68
58	83	86	88	68
59	84	104	101	96
60	57	17	22	-27*

The listing continues.
#	Structure	SF-268	SF-295	SF-539	PC-3
61	O=C(Oc1cccc(OC(=O)c2ccc(Cl)cc2)c1)c1ccc(Cl)cc1	111	117	107	102
62	Cc1ccc(F)cc1NC(=S)NN	108	97	98	116
63	CC/C(Cc1ccccc1)=C(/c1ccc(O)cc1)c1ccc(OCCN2CCOCC2)cc1	85	98	97	69
64	O=c1[nH]c2cc(Cl)ccc2nc1/C=C(\O)c1ccc(O)cc1	101	98	102	100
65	O=C(/C=C/c1csc(Br)n1)NO	58	7.8*	35	44
66	CSc1nc2c(c(=O)n1C)C(c1ccccc1)C1=C(N2)/C(=C/c2ccccc2)CCC1 (stereo not drawn)	63	7.5*	63	48
67	CC(C)(O)c1cn(CCCCN2C(=O)C(=O)c3ccccc32)nn1	100	102	96	96
68	COc1cccc(-c2nn(C(C)(C)C)cc2-c2ccnc(NCCCNS(=O)(=O)c3cccc4ccccc34)c2)c1	108	101	113	106
69	COC(=O)c1ccc2c(c1)NC(c1cc3ccccc3[nH]c1=O)c1c(n[nH]c1C(C)(C)C)N2 (stereo not drawn)	114	94	102	84
70	COc1ccc(OC)c(C2=NN(c3ccc(S(N)(=O)=O)cc3)C(c3ccc(Cl)cc3)C2)c1 (stereo not drawn)	74	77	78	25
71	CC1CN=C(c2ccccn2)C(c2ccccn2)=N1 (stereo not drawn)	107	91	102	98

#	SNB-75	SNB-19	HCC-2998	U251
61	113	112	131	96
62	84	91	104	92
63	78	96	107	/
64	90	101	109	101
65	9.4*	39	29	31
66	58	66	71	49
67	68	96	103	/
68	71	100	114	/
69	81	110	102	107
70	58	83	81	52
71	89	106	98	101
